G6PDH CS: inhibits Leuconostoc G6PDH, flagging false hits in G6PDH-based assays | inhibition, % at 5 µM | AID 1020 | 200,000 compounds, 0.12% hits | Purified L. mesenteroides G6PDH, diaphorase/resazurin coupled fluorescence, 45 min; in the data active = inhibition above about 50%
Diaph act CS: diaphorase activation or chemical reduction counter-screen. Diaphorase/resazurin coupled assay, resorufin fluorescence, 16 min; active compounds read high; 1 = vehicle wells, 0 = NADH-free wells. 190,000 compounds, 0.005% hits. activation factor at 20 µM;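 active = diaphorase activity raised at least twofold by the compound at 20 µM; inactive = activation factor below 2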
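Material: Clostridium kluyveri diaphorase, purified enzyme; Quantity: enzyme 0.07 U/mL final; Medium: HEPES pH 7.4 buffer with MgCl2 and Tween 20; Dosing: single compound dose of 20 µM, 1% DMSO final; Schedule: 16 min reaction at room temperature; Measured by: red resorufin fluorescence at 544/590 nm excitation/emission.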
FLuc act counter: firefly luciferase counter-screen for stimulation assays. 200,000 tested, under 10 active. ATPlite luciferase biochemical, luminescence, 10 min; 0 = ATP-free wells, 1 = DMSO control. P08659. AID 1027. activation factor at 10 µM;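 active = luciferase activation factor, scaled between plate controls, of at least 2 with compound at 10 µM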
Target sequence (P08659 whole entry, looked up): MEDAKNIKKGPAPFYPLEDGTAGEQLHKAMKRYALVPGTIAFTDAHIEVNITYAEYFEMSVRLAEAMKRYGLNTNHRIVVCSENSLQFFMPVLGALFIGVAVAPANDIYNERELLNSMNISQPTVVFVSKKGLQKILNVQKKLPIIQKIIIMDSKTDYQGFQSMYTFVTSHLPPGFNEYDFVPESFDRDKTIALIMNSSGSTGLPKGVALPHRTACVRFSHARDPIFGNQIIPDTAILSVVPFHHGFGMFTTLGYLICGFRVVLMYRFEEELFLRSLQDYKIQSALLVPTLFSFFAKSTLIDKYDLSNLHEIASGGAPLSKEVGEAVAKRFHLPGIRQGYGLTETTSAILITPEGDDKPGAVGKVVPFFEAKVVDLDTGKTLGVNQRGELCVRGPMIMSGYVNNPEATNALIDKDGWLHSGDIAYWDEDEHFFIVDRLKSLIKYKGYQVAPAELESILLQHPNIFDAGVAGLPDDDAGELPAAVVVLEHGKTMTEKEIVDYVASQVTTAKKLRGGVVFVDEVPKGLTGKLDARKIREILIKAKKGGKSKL
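Assay system – cell-free luciferase reagent · Medium – PBS-based ATP solution · Dosing – test compounds dosed from 2 mM stocks in 100% DMSO · Timing – 10 min, room temperature · Technique – light output (luminescence) · Measure – luminescence gain marking luciferase activators · Controls – No-ATP low control, compound-free enzyme-plus-ATP high control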
TLR4 MyD88 comp: TLR4-MyD88 interaction inhibition in cells. inhibition, % at 8.4 µM. AID 861. HeLa CL3-4 TLR4/MyD88 BLA complementation, FRET ratio. 200,000 compounds, 0.18% hits; in the data active = inhibition above about 25%;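 note: 0% = vehicle and 100% = reference inhibitor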
APP 5'UTR act: APP 5'UTR luciferase reporter activation; SH-SY5Y APP 5'UTR luciferase reporter, luminescence; zero percent = DMSO vehicle wells; activation, % at 2 µM; 190,000 compounds, 1% hits; AID 1276;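 active = activation above a set limit, based on mean plus 3 SD of controls, cut at about 140% in these data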; note: values of inactives mirror those of a sister screen read the other way
APP transl inh: APP translation inhibition; SH-SY5Y APP 5'UTR-luciferase reporter, luminescence; inhibition, % at 2 µM; 190,000 compounds, 0.82% hits;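 active = inhibition above a set limit, derived from the sample mean plus 3 SD, cut at about 45% in these data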; note: values of inactives mirror those of a sister screen read the other way
NF-kB expr up: raises NF-kB expression in human neuronal cells; NF-kB reporter expression; active compounds read high; fold change at 12.5 µM; 190,000 compounds, 1.6% hits; in the data active = fold change above about 3.3
Diaph inh CS: counter-screen for diaphorase-based assays: diaphorase inhibitors and chemical oxidizers | diaphorase resazurin-to-resorufin fluorescence, NADH, 16 min; bacterial (C. kluyveri) enzyme, not human | inhibition, % at 20 µM | 190,000 compounds, 0.69% hits;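 active = primary screen inhibition at 20 µM above a set limit, cut at about 50% in these data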;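 note: plate controls were DMSO with full reaction for no effect and wells lacking NADH for full effect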
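System: Diaphorase enzyme from Clostridium kluyveri | Amount: Enzyme working solution with 0.14 U/mL diaphorase | Benchmarks: No-NADH positive control and DMSO neutral control | Signal: Fluorescence of resorufin formed from resazurin, Ex 544/Em 590 nm | Schedule: 16-min room-temperature incubation before reading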
STAT1 activator: STAT1 signaling activation | NIH 3T3 STAT1-luciferase reporter, IFN-gamma, luminescence; 100% = IFN-gamma alone, no compound | activation (% of control), % at 5.5 µM | 200,000 compounds, 2.6% hits;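 active = activation above the screen-wide mean activation plus 3 SD, cut at about 130% in these data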;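 note: raw ratio to IFN-gamma control signal so 100% means no change and 0% no light; values of inactives mirror those of a sister screen read the other way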
FLuc inh counter: counter-screen for luciferase assay inhibitors: firefly luciferase inhibition | 200,000 compounds, 1.5% hits | ATPLite firefly luciferase biochemical luminescence, 10 min | P08659 | inhibition, % at 10 µM;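 active = inhibition above about 50% when tested at 10 µM, limit read from the data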
* marks the source's active call; other numbers are inactive results; / = not tested or not shown.

SMILES	G6PDH CS	Diaph act CS	FLuc act counter	TLR4 MyD88 comp	APP 5'UTR act	APP transl inh	NF-kB expr up	Diaph inh CS	STAT1 activator	FLuc inh counter
Cc1ccnn1CC(=O)N/N=C/c1cccs1	4	1	1.1	0	-6	6	1.1	4	103	-8
CCOc1ccccc1NC(=S)NC1CCCCC1	3	0.9	1	-3	-2	2	0.95	5	95	-3
COC(=O)c1sccc1NC(=O)c1cc(OC)cc(OC)c1	8	0.9	1	-1	-9	9	1.1	6	104	0
O=C(O)CN(C1CCCCC1)S(=O)(=O)c1ccc(F)cc1	3	1	1	3	15	-15	1	-2	98	-4
COc1ccc(C(c2c(C)[nH]n(-c3ccccc3)c2=O)c2c(C)[nH]n(-c3ccccc3)c2=O)cc1OC	12	0.8	0.7	1	11	-11	1.1	20	94	25
CC(=O)N[C@H]1C[C@@H]1c1ccccc1	-2	0.9	1	3	0	0	1.3	7	105	-1
CC(C)N(Cc1nnc(-c2ccccc2Cl)o1)C(=O)c1cccc(C#N)c1	8	0.8	1.1	-3	8	-8	/	19	100	-8
COc1cccc(NC(=O)COC(=O)c2nc3nccc(C)n3n2)c1	10	1.1	1	-2	8	-8	1.4	-11	99	-3
CCOC(=O)c1cc2occc2n1CC(=O)NC1CCC(C)CC1 (centres undefined)	4	0.8	1.1	-15	4	-4	1.2	21	94	-8
CCCc1nc2c(nnn2Cc2ccccc2Cl)c(=O)[nH]1	6	1	1	6	-10	10	1.1	3	99	-5
CC(C)Oc1ccc(C(=O)N/N=C/c2ccc(-c3ccc(S(=O)(=O)Nc4ncccn4)cc3)o2)cc1	17	0.9	0.9	7	-5	5	1.1	7	101	14
Cc1cc(C)nc(SCc2nnc(SCC(=O)O)n2-c2ccccc2)n1	17	0.9	1.1	11	1	-1	1.1	12	111	-6
O=C(CC1SC(=Nc2ccccc2)N(CCCO)C1=O)Nc1ccc(Cl)cc1 (centres undefined)	6	0.7	1.1	-6	3	-3	0.59	28	95	-6
CC(=O)Nc1ccc(NC(=O)c2cccc(C(=O)OC(C)C)n2)cc1	-5	0.9	1	-8	-6	6	0.96	11	100	-3
CC(C)N(C(=O)C(F)(F)F)C(C(=O)NC1CCCCC1)c1ccncc1 (centres undefined)	8	0.9	1	-2	25	-25	1.2	6	103	0
O=c1c(Cl)c(O)c2cccc3c4ccccc4n1c23	3	0.5	1	-1	26	-26	1.2	52*	98	-3
CC(C)c1onc(C(=O)Nc2cccc(Cl)c2)c1[N+](=O)[O-]	8	0.9	1	4	17	-17	0.91	14	93	-2
O=C(O)c1ccc(OCCn2ccnc2)cc1	2	1	1.1	9	-2	2	1.7	4	105	-5
COc1ccc(NC(=O)CN2C(=O)C(c3ccccc3)=NC23CCCCCC3)cc1OC	1	0.9	1	-2	2	-2	0.73	14	104	2
O=C(Nc1nnc(SCc2ccc(F)cc2)s1)C1Cc2ccccc2CN1C(=O)c1ccco1 (centres undefined)	5	0.8	1.1	3	9	-9	0.95	16	96	-7
CCNC(=O)CCSc1nc(C)cc(C)n1	1	1	1	0	-14	14	1.2	-4	104	-3
CCN1C(=O)/C(=C/c2nc3ccccc3c(=O)n2-c2ccc(C)cc2)c2ccccc21	-18	0.8	1	-12	-13	13	1.1	18	104	-3
CCC(C)c1ccc(OCCn2cc(/C=N/NC(=O)CSc3nnc(C)s3)c3ccccc32)cc1 (centres undefined)	-1	1	1	2	6	-6	0.83	-1	102	-4
Nn1c(SCC(=O)N2CCCCCC2)nnc1-c1ccncc1	10	1	1.1	-12	-8	8	0.99	-3	102	-6
CCCCC(=O)Nc1ccc(C(=O)NCCc2ccc(S(N)(=O)=O)cc2)cc1	-2	1	1.1	3	-11	11	0.92	4	107	-8

Among those listed so far, these have a Cl atom.
SMILES	G6PDH CS	Diaph act CS	FLuc act counter	TLR4 MyD88 comp	APP 5'UTR act	APP transl inh	NF-kB expr up	Diaph inh CS	STAT1 activator	FLuc inh counter
CC(C)N(Cc1nnc(-c2ccccc2Cl)o1)C(=O)c1cccc(C#N)c1	8	0.8	1.1	-3	8	-8	/	19	100	-8
CCCc1nc2c(nnn2Cc2ccccc2Cl)c(=O)[nH]1	6	1	1	6	-10	10	1.1	3	99	-5
O=C(CC1SC(=Nc2ccccc2)N(CCCO)C1=O)Nc1ccc(Cl)cc1 (centres undefined)	6	0.7	1.1	-6	3	-3	0.59	28	95	-6
O=c1c(Cl)c(O)c2cccc3c4ccccc4n1c23	3	0.5	1	-1	26	-26	1.2	52*	98	-3
CC(C)c1onc(C(=O)Nc2cccc(Cl)c2)c1[N+](=O)[O-]	8	0.9	1	4	17	-17	0.91	14	93	-2

(next part)
SMILES	G6PDH CS	Diaph act CS	FLuc act counter	TLR4 MyD88 comp	APP 5'UTR act	APP transl inh	NF-kB expr up	Diaph inh CS	STAT1 activator	FLuc inh counter
Cc1ccc(C(=O)N/N=C\C=C\c2ccccc2[N+](=O)[O-])cn1	6	0.8	1	2	-22	22	1.2	18	92	1
O=C(O)CCCCCNc1nc(=S)[nH]c2ccccc12	19	0.9	1	10	1	-1	1	8	107	1
CCN(CC(=O)Nc1ccc(C(=O)OC)cc1)Cc1ccccc1	11	0.6	1.1	12	1	-2	0.88	39	97	-7
CCCCOc1ccc(C(=O)NCC2(c3ccc(OC)cc3)CCOCC2)cc1	21	0.9	1	-8	6	-6	0.94	12	102	-4
COc1ccc(CCN2C(=O)C3C4C=CC(C3C2=O)C2C(=O)N(CCc3ccc(OC)c(OC)c3)C(=O)C42)cc1OC (centres undefined)	18	0.8	1	1	-29	29	0.86	16	89	2
CC(C(=O)O)n1cc(Cl)cn1 (centres undefined)	6	1	1	1	9	-9	1.4	0	104	-4
O=C(CSc1nc2ccccc2[nH]1)NCc1ccc2c(c1)OCO2	-14	1	1.1	11	-4	4	0.88	4	111	-8
CCCCNc1c(N)n(CCCC)c(=O)[nH]c1=O	-1	0.9	1.1	2	-10	10	1.2	12	95	-6
CCn1c(SCc2ccc(Cl)cc2Cl)nc2nc3c(cc2c1=O)CCCC3	11	0.8	1	3	15	-14	1.3	18	104	-4
COC(=O)Cc1c(C)nc2nc(-c3cccnc3)[nH]n2c1=O	10	1.1	1	11	6	-6	1	-12	94	4
COC(=O)c1ccccc1NC(=O)C1CC(=O)N(c2ccccc2)C1 (centres undefined)	-15	0.9	1.1	0	-1	1	1.2	8	90	-8
Cn1c(=O)c2ccccc2n(Cc2ccccc2F)c1=O	7	1	1.1	2	12	-12	1.2	-1	88	-6
CC(=O)Nc1ccc(S(=O)(=O)NCC(=O)OCc2ccccc2)cc1	4	0.8	1.1	-2	23	-23	1.1	16	100	-6
CC1(C)NC(=O)N(CCCCOc2ccccc2[N+](=O)[O-])C1=O	7	1.1	1	-1	26	-26	0.97	-9	101	0
CCOC(=O)c1[nH]c2ccc(OC)cc2c1NC(=O)CCN1CCC(C)CC1	-6	0.9	1	-11	-11	11	0.99	6	96	-3
Cc1cc(C(=O)CSc2nnnn2-c2ccc(O)cc2)c(C)n1C	0	1	1	-9	-9	9	1.6	4	96	4
N/C(=N\OC(=O)C1CCCCC1)c1ccccn1	-1	0.8	0.3	-7	82	-82	2.2	17	124	72*
CC(=O)c1ccccc1NC(=O)COC(=O)/C=C/c1ccc(C)o1	-8	1	0.9	18	7	-7	1.2	-1	95	8
CCOC(=O)c1cc2c(nc1NC(=S)Nc1ccccc1)CC(C)(C)OC2	10	0.8	1.1	6	-2	2	1.4	15	98	-9
CCN(CC)S(=O)(=O)c1ccc(NCC2COc3ccccc3O2)c([N+](=O)[O-])c1 (centres undefined)	-2	0.8	1.1	14	5	-5	0.74	17	112	-9
CC1=NC(Nc2nc(C)c3ccccc3n2)=NC(C)(C)C1	-39	1	1.1	16	20	-20	1	2	101	-8
COc1ccccc1NC(=O)CN(C)S(=O)(=O)c1ccc(F)cc1	-6	1	1.1	-3	2	-2	0.95	2	97	-9
COc1cc2nc(NCC3CCCO3)n3nc(-c4cccnc4)nc3c2cc1OC (centres undefined)	0	1.1	1	20	-10	10	0.23	-6	85	-4
CCOc1ccc(CCNC(=O)C(C)n2nc(C)n3c(cc4occc43)c2=O)cc1OCC (centres undefined)	14	0.9	1.2	8	0	0	0.95	10	97	-17
CCc1nnc2n1N=C(c1ccc(-c3ccc(Cl)cc3Cl)o1)CS2	/	/	/	17	-15	15	/	/	102	/
Next section:
SMILES	G6PDH CS	Diaph act CS	FLuc act counter	TLR4 MyD88 comp	APP 5'UTR act	APP transl inh	NF-kB expr up	Diaph inh CS	STAT1 activator	FLuc inh counter
COc1ccc(/C=C(\C#N)C(=O)OCC(=O)NC2CC2)cc1	2	0.9	1.1	-12	13	-13	1.1	9	98	-5
N#Cc1c(N)nc2c(c1N)CC(C(F)(F)F)O2 (centres undefined)	4	0.9	1.1	-4	8	-8	1.4	6	93	-7
CC(=O)C(Sc1nc(NC(C)(C)C)nc(N(C)C)n1)C(C)=O	18	1.1	1	4	3	-2	1.4	-6	113	-2
CN1c2ccccc2C(O)=C(C(=S)Nc2ccc(Cl)cc2)S1(=O)=O	-22	0.9	0.7	-2	-3	3	1	15	92	30
CCOc1ccc(NC(=O)CCS(=O)(=O)c2cccc3nsnc23)cc1	1	0.8	1.1	4	17	-17	0.78	18	93	-7
CCCCNC(=O)c1cc2c(=O)n3cccc(C)c3nc2n(CCN2CCOCC2)c1=N	-35	0.9	1.1	16	-3	3	0.58	6	96	-8
CCNC(=S)N(Cc1ccc2c(c1)OCO2)C1CC(=O)N(c2ccc(F)cc2)C1=O (centres undefined)	-10	0.9	1.1	10	11	-11	0.84	10	96	-6

Three entries from above, sorted by their value in TLR4 MyD88 comp, largest number first.
mol	G6PDH CS	TLR4 MyD88 comp	APP 5'UTR act	APP transl inh	NF-kB expr up	STAT1 activator
CCCCNC(=O)c1cc2c(=O)n3cccc(C)c3nc2n(CCN2CCOCC2)c1=N	-35	16	-3	3	0.58	96
CC(=O)C(Sc1nc(NC(C)(C)C)nc(N(C)C)n1)C(C)=O	18	4	3	-2	1.4	113
N#Cc1c(N)nc2c(c1N)CC(C(F)(F)F)O2 (centres undefined)	4	-4	8	-8	1.4	93

Assay outcomes: PubChem, several laboratories
